ST2 inh: inhibitors of human ST2 (IL1RL1) binding to IL-33; inhibition, % for hits at 17 µM; AlphaLISA ST2-Fc/biotin-IL-33 interaction, 1 h; actives 2.3% (n = 78,000); Q01638; in the data active means inhibition above about 30%; inconclusive means mostly about 10% to 28%
Target sequence (Q01638 whole entry, looked up): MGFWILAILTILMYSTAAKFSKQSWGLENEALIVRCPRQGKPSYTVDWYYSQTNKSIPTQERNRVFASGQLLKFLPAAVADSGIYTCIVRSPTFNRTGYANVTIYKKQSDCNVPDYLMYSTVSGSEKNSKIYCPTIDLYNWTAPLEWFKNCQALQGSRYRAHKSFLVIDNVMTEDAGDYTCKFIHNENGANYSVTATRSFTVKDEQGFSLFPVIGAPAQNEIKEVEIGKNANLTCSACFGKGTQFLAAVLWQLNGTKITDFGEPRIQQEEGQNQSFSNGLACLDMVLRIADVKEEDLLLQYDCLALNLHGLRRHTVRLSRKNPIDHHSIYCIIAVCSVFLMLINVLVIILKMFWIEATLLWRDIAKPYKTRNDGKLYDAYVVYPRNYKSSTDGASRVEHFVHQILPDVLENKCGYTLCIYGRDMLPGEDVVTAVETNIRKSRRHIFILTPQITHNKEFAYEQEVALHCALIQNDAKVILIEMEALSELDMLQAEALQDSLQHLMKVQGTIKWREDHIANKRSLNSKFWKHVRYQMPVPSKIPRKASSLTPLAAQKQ
Active calls of the source: *; i = inactive; ? = inconclusive. Not all compounds are listed (hit frequency here may not be typical).

SMILES	ST2 inh
Cc1ccc(C)c(N2CCN(C(=O)C3CCN(S(=O)(=O)c4cccs4)CC3)CC2)c1	i
C=CCSc1nnc2c(n1)OC(c1ccc(O)cc1)Nc1ccccc1-2 (centres undefined)	i
Cc1ccc(S(=O)(=O)N2CCSC2c2ccccc2Cl)cc1 (centres undefined)	i
OC(COCc1ccc(Cl)cc1)CN1CCc2ccccc2C1 (centres undefined)	i
CC1(C2CCN(Cc3cccc4c3OC(F)(F)O4)CC2)NC(=O)NC1=O (centres undefined)	i
O=C1CCCC2=C1C(c1cccc(OCc3ccc(C(=O)O)cc3)c1)C1=C(CCCC1=O)O2	i
COc1cccc(C2C(C(=O)OCCC(C)C)=C(C)Nc3nnnn32)c1OC (centres undefined)	i
COc1ccc2cc(C(=O)Nc3ccccc3)c(=Nc3ccccc3F)oc2c1	?
Cc1ccc(N(C)S(=O)(=O)c2ccc3c(c2)oc(=O)n3C)cc1	?
Cc1nnc(Sc2cc(C(=O)NCc3ccccn3)c3ccccc3n2)s1	?
COc1ccccc1OCc1cc(C(=O)N2CCN(c3cnccn3)CC2)n[nH]1	i
CN(C)Cc1csc(-c2nccn2Cc2ccsc2)c1	i
CC1CCN(S(=O)(=O)c2ccc(C(=O)O)cc2)CC1	?
CCC(NC(=O)c1occc1C)c1ccc(S(C)(=O)=O)cc1 (centres undefined)	i
Cc1ccccc1C1(O)CCN(Cc2cn[nH]c2-c2ccc(F)cc2)C1 (centres undefined)	i

The final 5 entries of the section above lead into the next:
SMILES	ST2 inh
COc1ccccc1OCc1cc(C(=O)N2CCN(c3cnccn3)CC2)n[nH]1	i
CN(C)Cc1csc(-c2nccn2Cc2ccsc2)c1	i
CC1CCN(S(=O)(=O)c2ccc(C(=O)O)cc2)CC1	?
CCC(NC(=O)c1occc1C)c1ccc(S(C)(=O)=O)cc1 (centres undefined)	i
Cc1ccccc1C1(O)CCN(Cc2cn[nH]c2-c2ccc(F)cc2)C1 (centres undefined)	i
COc1ccccc1Cn1c(CNS(=O)(=O)c2cccs2)nc2cccnc21	?
O=C(CNC(=O)c1ccc(F)cc1)c1ccccc1	i
O=c1[nH]c(SCc2nc3ccc([N+](=O)[O-])cc3[nH]2)nc2ccccc12	i
Cc1cc(C)cc(NC(=O)CC(=O)N[C@@H]2C[C@H]2c2ccccc2)c1	i
Cc1nc2cc(C(=O)O)ccc2n1C1CCCCC1	i
Cc1cc(-c2ccccc2)nc(SCC(=O)O)n1	i
Cc1cc(NS(=O)(=O)c2ccc(NC(=O)COc3ccc(C(C)C)c(C)c3)cc2)nc(C)n1	i
O=C(c1c(Cl)cccc1Cl)N1CCc2ccccc2C1	i
N#Cc1cc(N2CCCC2C(=O)O)c([N+](=O)[O-])cc1C#N (centres undefined)	i
COc1ccc(NC(=O)C2CCN(S(=O)(=O)c3ccc(Cl)cc3)CC2)cc1OC	i
COc1ccc(Br)cc1S(=O)(=O)n1cnc2ccccc21	?
CCC1=C(c2ccc(OC)cc2)S(=O)(=O)N(CC(=O)Nc2ccc(OC)c(OC)c2)C1=O	?
COc1ccc(OCC(=O)NCc2ccccc2C)cc1	i
CCCCc1ccc(NC(=O)OC)cc1	?
O=c1[nH]c2ccccc2n1CCCSc1nc2ccccc2o1	i
COC(=O)[C@@H](NC(=O)c1cc(CCc2ccccc2)no1)c1ccccc1	i
O=C(Cc1ccc(F)cc1)N1CCN=C1SCc1ccc(Cl)cc1	i
CCOC(=O)c1c(NC(=O)COc2ccc(OC)cc2)sc2c1CCCC2	i
O=C(CSc1nc2c(c(=O)n1-c1ccc(F)cc1)SCC2)N1CCCCCC1	i
O=C(CCn1ccc(=O)[nH]c1=O)N1CCCC2(C=Cc3ccccc3O2)CC1 (centres undefined)	i
Cc1ccc2oc(/C=C/c3nc4cc(C)ccc4o3)nc2c1	i
O=C(Nc1cccc(F)c1)c1ccc([N+](=O)[O-])cc1	i
C=CCn1cc(CN2CCC2c2cccc(OC)c2)c(C)n1 (centres undefined)	?
Cn1c(=O)[nH]c(=O)c2c1nc(N1CCN(CCO)CC1)n2CCSc1ncccn1	i
Cc1ccc(CSC2=NCCN2C(=O)c2ccc(S(=O)(=O)N3CCCC3)cc2)cc1	i
CCOC(=O)COc1cc2oc(C)c(-c3nc4ccccc4s3)c(=O)c2cc1CC	i
COc1ncc(C(=O)N2CCOC(c3ccc(Cl)c(Cl)c3)C2)cn1 (centres undefined)	i
CC1(C)CC(C(=O)N2CCn3c(C(N)=O)cnc3C2)CCO1 (centres undefined)	?
CCOC(=O)C1=NN(c2ccc(Br)cc2)C2C(=O)N(c3ccc(Cl)cc3)C(=O)C12 (centres undefined)	?
O=C(NCc1ccccn1)c1cc(-c2cccs2)nc2ccccc12	i
CCn1cc(C(=O)N2CCc3ccccc3C2)c(=O)c2cc(S(=O)(=O)N3CCCCC3)ccc21	i
O=C(Cn1nnc(-c2ccc(F)cc2)n1)Nc1ccc2c(c1)OCO2	i
CCC1CN(C(=O)c2ccc3[nH]c(C)c(C)c3c2)CCN1 (centres undefined)	i
C=C(C)C(C)(C)C(=O)N1CCN2C(=O)CNC(=O)C2C1 (centres undefined)	i
OCCC1CN(Cc2cn[nH]c2-c2cccc(F)c2)CCN1C1CCCC1 (centres undefined)	?
O=C(C1=CCCCC1)N(CC1CCN(C2Cc3ccccc3C2)CC1)CC1CCCO1 (centres undefined)	i
COCC1CCCN(C(=O)CCC2(Cc3ccc(OC)c4ccccc34)CCC(=O)N2)C1 (centres undefined)	i
CC(=O)C1=C(C)NC(SCC(N)=O)=C(C#N)C1c1ccccc1Cl (centres undefined)	i
CCc1ccc(CN2CCN(C(=O)c3ccc(OC)c(OC)c3)CC2)cc1	?
CCOC(=O)Cc1csc(NC(=O)CSc2nnc3ccccn23)n1	i
CCOc1ccc(N2CC(C(=O)Nc3cccc(C)n3)CC2=O)cc1 (centres undefined)	i
O=C(COc1ccc(Cl)cc1)Nc1nc2ccc3ccccc3c2s1	i
COc1cccc(C2C(C(=O)Nc3ccccc3)=C(C)N=C3SCC(=O)N32)c1 (centres undefined)	i
CN1CC2(CCN(C(=O)c3cc(-c4cccs4)nn3C)C2)OC1=O (centres undefined)	i
COCC(NC(=O)c1c(O)cccc1O)c1ccnn1C (centres undefined)	i
O=C1OC(c2ccccc2)OC(=O)C1=Cc1ccc(OCc2cccc(C(=O)O)c2)cc1 (centres undefined)	?
Cc1ncc2c(c1CNC(=O)c1ccccc1F)CCN(C(=O)c1c(F)cccc1Cl)C2	?
Cc1cc(OCCNCCN)cc(C(C)C)c1	i
COc1cccc(C2C3=C(CCCC3=O)Nc3nc(SCc4ccccc4F)nn32)c1 (centres undefined)	?
CC1CCc2cc(F)ccc2N1C(=O)Cn1cc(C=O)c2ccccc21 (centres undefined)	i
CCOc1ccccc1-c1c(C#N)c(N)nc(OC)c1C#N	i
CCOc1ccc(S(=O)(=O)N2CCN(c3cc(-c4cccc(OC)c4)ncn3)CC2)cc1	i
CC1(C)Cc2ccccc2C(C2=NC(C)(C)Cc3ccccc32)=N1	?
CCc1cc(-c2ccc3c(c2)OCCO3)ccc1NC(C)=O	i
Cc1ccc(CN2CCOC(CCNS(C)(=O)=O)C2)cc1C (centres undefined)	?
COc1ccc(C2SCCN2S(=O)(=O)c2ccc(F)cc2)cc1[N+](=O)[O-] (centres undefined)	?
CC(=O)N1CCC(Oc2ccc(Cl)cc2C(=O)NCCc2ccc(F)cc2)CC1	?
Cc1ccc(C)c(N(C)S(=O)(=O)c2c(C)[nH]c(=O)[nH]c2=O)c1	i
COc1cc(NC(=O)c2ccco2)c(OC)cc1Cl	i
CCCNc1ncc(CN2CCCC3(C2)C(=O)N(C)c2ccccc23)cn1 (centres undefined)	i

Next section.
SMILES	ST2 inh
CCN1CCc2c(sc(NC(=O)c3ccc(Cl)cc3)c2C(=O)OC)C1	89.0%*
CCC(=O)Nc1cccc(C(=O)NCCn2nc(C)c(CC)c2C)c1	i
COCCOC(=O)C1=C(C)N(Cc2ccccc2)C(=O)NC1c1ccccc1 (centres undefined)	i
c1coc(CN(Cc2ccsc2)Cc2cnc[nH]2)c1	i
O=c1oc2ccc(Br)cc2cc1-c1csc(-c2cc3ccccc3oc2=O)n1	i
CC1C(=O)C(C)C(c2ccccc2O)NC1c1ccccc1O (centres undefined)	i
COC(=O)[C@@H](C)NC(=O)[C@H]1CN(C(=O)c2cccnc2)CCN1S(=O)(=O)c1ccccc1	?
Cc1ccc(C2CC(C(F)(F)F)n3ncc(C(=O)N4CCCCC4)c3N2)cc1 (centres undefined)	i
Cc1csc2ncc(C(=O)Nc3ccc(Oc4ccccc4)cc3)c(=O)n12	?
COc1ccccc1NC(=O)N1C[C@@H]2C[C@H](C1)c1ccc(-c3ccc(NC(C)=O)cc3)c(=O)n1C2	i
Cc1cccc(C2NC(=O)c3c(sc4c3CCN(C)C4)N2)c1O (centres undefined)	?
COCCN(CCOC)c1ncnc2c1cnn2-c1ccc(OC)cc1	i
CC(C)(C)NC(=O)c1ccc(-c2ccccc2)cc1	i
COCC(NC(=O)CCN1CCCCO1)c1ccnn1C (centres undefined)	i
O=C(NCC1CCCN(Cc2ccncc2)C1)C1(C(F)(F)F)CC1 (centres undefined)	?
O=C(NCCN1CCN(c2ccccc2)CC1)c1cccn2c(=O)c3ccccc3nc12	?
O=C(NCc1cnc2c(c1)CCC2)C1CC(=O)N(Cc2ccccn2)C1 (centres undefined)	i
O=C1CN(C(=O)C2(S(=O)(=O)c3ccc(Cl)cc3)CC2)CC(=O)N1CCc1ccccc1	i
CC(c1nccs1)N(C)C(=O)c1cn(Cc2ccccc2Cl)nn1 (centres undefined)	i
c1ccc2ncc(Cn3cnnc3)cc2c1	i
Cc1cccnc1CN(C)C(=O)c1cc(CN2CCC(Cc3ccccc3)CC2)on1	i
Brc1ccc(CSc2c[nH]c3ccccc23)cc1	?
Cc1ccc(CN2CCCC(CNC(=O)CNC(N)=O)C2)cc1C (centres undefined)	i
O=[N+]([O-])c1ccc(N=Cc2ccc(Br)c([N+](=O)[O-])c2)c(O)c1	?
O=C(NCCc1c[nH]c2ccccc12)c1ccc(Cl)cc1	i
NC(=O)c1cncc(N2CCCC(C(=O)c3ccc4ccccc4c3)C2)n1 (centres undefined)	i
COc1ccccc1NC(=O)C1=C(C)Nc2nc3ccccc3n2C1c1cccc([N+](=O)[O-])c1 (centres undefined)	i
NC(N)=Nc1nc(-c2ccccc2)c2cc(Cl)ccc2n1	?
CC(NC(=O)c1cnn2c1CCCC2)C1=CCCCC1 (centres undefined)	?
CC12CC(c3cc(Cl)ccc3O1)C(C(=O)c1ccccc1)C(=O)N2 (centres undefined)	i
Cc1ccc(S(=O)(=O)N2CCCC2C(=O)NC(C)(C)C)cc1 (centres undefined)	i
O=C(C1CCCC1)N1CCN=C1SCc1ccc(Br)cc1	i
Cc1cnccc1CN(C)C(=O)CCN1CCCCO1	i
COc1ccc(-c2ccccc2NC(=O)C2CCCN2C2CCOCC2)cc1 (centres undefined)	i
O=C1NC[C@@H](CCC(=O)N2CCc3ccccc32)N2C[C@@H](NCc3ccc(CO)o3)C[C@@H]12	?
O=C(Cn1c(=O)n(-c2ccccc2)c(=O)c2sccc21)c1ccccc1	i
CCc1nnc(CN2CCCN(CC3CC3)C(C(C)C)C2)o1 (centres undefined)	i
CC1CCN(C(=O)c2ccccc2Cl)CC1	i
Cc1ccc(S(=O)(=O)Cc2ccc(C(=O)NCc3ccco3)o2)cc1	i
Cc1cccc(C)c1NC(=O)C1CCCCC1C(=O)O (centres undefined)	i
O=Cc1cn(CC(=O)N2CCCCCC2)c2ccc(Br)cc12	i
COc1ccccc1Nc1ncc(-c2cccs2)s1	?
COc1ccc(CCNC(=O)C2CCN(S(=O)(=O)c3ccc(F)cc3)CC2)cc1OC	i
C=CCN(C)C(=O)C[C@@H]1O[C@H](CNC(=O)c2ccccc2)[C@@H](O)[C@H]1O	i
COc1ccc(N2CCCS2(=O)=O)cc1NC(=O)c1cccc(Cl)c1	i
CCc1ccc(S(=O)(=O)NCc2nc3cccnc3n2Cc2ccccc2OC)cc1	?
CC(C)c1noc(-c2ccc(N3CCN(CC4CC4)CC3)nc2)n1	i
COc1ccc(-n2nc3ccc(NC(=O)c4ccc(OC)c(Cl)c4)cc3n2)cc1	33.0%*
COc1ccc(C2C(C(=O)NCCC3=CCCCC3)c3cc(OC)c(OC)cc3C(=O)N2C)cc1 (centres undefined)	i
O=C(NCCc1ccc(F)cc1)c1csc2c1CCCC2	i
Cc1cc(C(=O)N2CCc3c(nc(N)[nH]c3=O)C2)sc1-c1ccccc1	i
CCc1oc2c(-n3cnnc3)cccc2c1C	?
Cc1cccc(NS(=O)(=O)c2cccnc2)c1C	i

Seven records picked at random from those above:
SMILES	ST2 inh
COc1ccc(-n2nc3ccc(NC(=O)c4ccc(OC)c(Cl)c4)cc3n2)cc1	33.0%*
Cc1cc(C(=O)N2CCc3c(nc(N)[nH]c3=O)C2)sc1-c1ccccc1	i
CCc1oc2c(-n3cnnc3)cccc2c1C	?
O=C(NCCc1ccc(F)cc1)c1csc2c1CCCC2	i
CCc1ccc(S(=O)(=O)NCc2nc3cccnc3n2Cc2ccccc2OC)cc1	?
CC(C)c1noc(-c2ccc(N3CCN(CC4CC4)CC3)nc2)n1	i
Cc1cccc(NS(=O)(=O)c2cccnc2)c1C	i
